APEX1 inh: blocks human APE1 abasic DNA cleavage | hit rate 0.35% among 350,000 | Potency, µM (titrated, usually from 65.8 µM), for the others: at the top dose activity change, negative = inhibition, usual class: inhibitors | recombinant APE1, TAMRA/BHQ-2 abasic DNA cleavage fluorescence;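 also: potency is read from the fitted curve at half-maximal effect; plate controls were vehicle for no effect and reference inhibitor for full effect; nearly all actives have a fitted effect of over 55% in size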
Target sequence (P27695 whole entry, looked up): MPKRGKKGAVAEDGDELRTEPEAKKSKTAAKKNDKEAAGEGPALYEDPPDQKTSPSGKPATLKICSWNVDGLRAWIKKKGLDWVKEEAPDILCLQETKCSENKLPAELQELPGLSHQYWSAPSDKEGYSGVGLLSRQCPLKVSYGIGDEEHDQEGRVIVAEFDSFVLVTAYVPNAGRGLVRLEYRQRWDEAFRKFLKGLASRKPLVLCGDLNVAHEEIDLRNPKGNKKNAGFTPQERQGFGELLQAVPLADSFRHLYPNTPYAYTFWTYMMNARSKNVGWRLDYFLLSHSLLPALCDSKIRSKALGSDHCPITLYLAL
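Step 1: APE1 (0.75 nM) with compound, 15 min RT. Step 2: add 50 nM fluorophore/quencher THF duplex. Step 3: three fluorescence reads 60 s apart (525/598 nm); read 3 minus read 1 = reaction progress.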
POLK inh: blocks human DNA polymerase kappa activity; Q9UBT6; purified Pol kappa, fluorescent DNA synthesis assay, 10 min; Potency, µM (doses to about 107 µM), inactives show at the highest dose activity, negative = inhibition, usual class: inhibitors; hit rate 0.53% among 400,000; AID 588579; also: potency is read from the fitted curve at half-maximal effect; % is scaled to controls: 0 for no effect and ±100 for the full control effect
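50 nM final substrate added after 15 min RT preincubation of 10 nM Pol kappa with compound; fluorescence read at 0 and 10 min.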
Glioma ERSR ind: ER stress response induction in glioma; Potency, µM, without a hit: at the highest dose activation, usual class: activators; U87-MG GRP78 promoter luciferase reporter, 16 h; hit rate 0.02% among 420,000; AID 602332; also: potency is read from the fitted curve at half-maximal effect; series mostly up to about 76 µM; % of control where 0% means no effect; nearly all actives have a fitted effect of over 35% in size
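Stably transfected U87-MG glioma cells carrying a GRP78-based luciferase sensor; 16 h compound incubation. Luminescence end-point read 10 min after Bright-Glo addition at room temperature.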
POLH inh: DNA polymerase eta (human) inhibition. recombinant Pol eta, fluorescent DNA replication assay. Q9Y253. Potency, µM (doses to about 114 µM), for the others: at the top dose activity change, negative = inhibition, usual class: inhibitors. hit rate 1.2% among 390,000. AID 588591; also: potency is read from the fitted curve at half-maximal effect; % is scaled to controls: 0 for no effect and ±100 for the full control effect
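Fluorescent replication assay: 50 nM final substrate added after a 15 min room-temperature compound preincubation with 10 nM enzyme. Signal taken at 0 min and again at 10 min.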
Apoferritin bind: candidate novel general anesthetic via apoferritin binding; Potency, µM (doses to about 77.5 µM), inactives show top-dose activity change, negative = displacement, usual class: inhibitors; apoferritin/1-aminoanthracene competitive binding, fluorescence; AID 485281; P02791; hit rate 0.074% among 350,000; also: potency is read from the fitted curve at half-maximal effect; % is scaled to controls: 0 for no effect and ±100 for the full control effect; nearly all actives have a fitted effect of over 20% in size
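Horse-spleen apoferritin (10 uM) in 50% saturated 1-aminoanthracene in PBS was incubated 10 min at room temperature with compound. Fluorescence (ex 380, em 535 nm) was normalized to free and bound 1-AMA, with concentration-response fitted by a four-parameter Hill equation.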
POLB inh: DNA polymerase beta (human) inhibition. Pol beta primer extension/strand displacement, fluorescence kinetic. Potency, µM (series often up to 114 µM), without a hit: top-dose activity change, negative = inhibition, actives largely listed as inhibitors. P06746. hit rate 1.3% among 340,000; also: potency is read from the fitted curve at half-maximal effect; % is scaled to controls: 0 for no effect and ±100 for the full control effect
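10 nM enzyme + cpd, 15 min RT; start with substrate 50 nM final; read 0 min and after 10 min RT. Corrected, normalized data; 4-parameter Hill curve fit.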
BLM inh: Bloom syndrome helicase (human) inhibition | P54132 | recombinant BLM DNA unwinding, fluorescence dequenching | Potency, µM (top dose mostly 56.1 µM), for inactives: top-dose activity change, negative = inhibition, actives largely listed as inhibitors | hit rate 0.2% among 350,000 | AID 2528;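 also: potency is read from the fitted curve at half-maximal effect; plate controls were vehicle for no effect and no enzyme for full effect; nearly all actives have a fitted effect of over 35% in size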
LDHA block: LDHA (human) enzyme inhibition; purified LDHA, NADH/diaphorase-resazurin fluorescence; active compounds read low; activity change, % (values are at about 110 or 230 µM); hit rate 0.15% among 480,000; AID 1347041; in the data active = activity change below about -30%; inconclusive = mostly about -25% to -30%;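 also: plate controls were DMSO wells for no effect and wells without enzyme for full effect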
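Human LDH5 at 2 nM final in Tris HCl pH 7.4 with 0.06 mM NADH and 0.2 mM pyruvate, reacted 5 minutes at room temperature. Remaining NADH coupled via diaphorase/resazurin; resorufin fluorescence read at 0 and 20 minutes, normalized to enzyme-free and DMSO wells.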
POLI inh: DNA polymerase iota (human) inhibition; AID 588590; Q9UNA4; hit rate 1% among 390,000; Pol iota fluorescent replication assay, 10 min; Potency, µM (titrated, usually from 115 µM), for inactives: at the highest dose activity, negative = inhibition, actives largely listed as inhibitors; also: potency is read from the fitted curve at half-maximal effect
Target sequence (Q9UNA4 whole entry, looked up): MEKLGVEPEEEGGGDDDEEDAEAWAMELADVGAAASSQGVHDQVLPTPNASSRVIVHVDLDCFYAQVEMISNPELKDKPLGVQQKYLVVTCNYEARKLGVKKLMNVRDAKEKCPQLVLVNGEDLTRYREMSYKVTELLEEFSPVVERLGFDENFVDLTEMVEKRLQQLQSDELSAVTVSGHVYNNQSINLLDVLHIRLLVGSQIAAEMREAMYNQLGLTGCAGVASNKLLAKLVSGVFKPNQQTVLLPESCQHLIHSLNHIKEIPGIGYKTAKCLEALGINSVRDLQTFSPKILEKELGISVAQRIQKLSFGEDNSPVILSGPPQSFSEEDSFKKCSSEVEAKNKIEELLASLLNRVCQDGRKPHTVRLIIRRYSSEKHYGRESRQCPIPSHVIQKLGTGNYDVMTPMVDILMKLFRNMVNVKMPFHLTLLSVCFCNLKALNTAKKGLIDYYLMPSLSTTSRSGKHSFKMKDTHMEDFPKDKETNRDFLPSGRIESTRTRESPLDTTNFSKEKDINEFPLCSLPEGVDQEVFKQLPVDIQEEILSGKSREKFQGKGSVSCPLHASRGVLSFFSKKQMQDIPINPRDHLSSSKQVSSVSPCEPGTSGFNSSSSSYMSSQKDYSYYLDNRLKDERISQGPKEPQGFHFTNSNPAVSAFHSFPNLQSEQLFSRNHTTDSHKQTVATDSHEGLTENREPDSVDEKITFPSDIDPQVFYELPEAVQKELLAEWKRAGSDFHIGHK
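Fluorescent replication assay read twice, at 0 min and 10 min after adding 50 nM (final) substrate. Enzyme (10 nM) and compounds were first incubated 15 min at room temperature; enzyme-free buffer wells were negative controls.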
Numbers without * were called inactive; ? = inconclusive; . = not tested or not shown; & = joins results of further samples; [ ] = dose if it differs, or a comment. Unless noted, calls follow the shape of the dose curve; as a rule, active = well fitted curve in the direction sought with a large enough effect; inconclusive = small, poorly fitted or top-dose-only effect, or another doubt; inactive = no such curve, though single readings can be large; an effect the other way counts as inactive or inconclusive.

Start of the data: the first four entries, ahead of the listing:
SMILES | APEX1 inh | POLK inh | Glioma ERSR ind | POLH inh | Apoferritin bind | POLB inh | BLM inh | LDHA block | POLI inh
CCOC(=O)CSc1nc2c([nH]c3ccccc32)c(=O)n1-c1ccc(OC)cc1 | . | -4%[60.1 µM] | -1% | -14% | -6% | 8% | -2% | 8 | 0%
N/C(CSc1ccc(Cl)cc1)=N\NC(=O)c1ccncc1 | 0% | 5% | -4% | 10% | -9% | 0% | -9% | -5 | 41%[activator]
CC(=O)NNC(=O)c1nc(-c2ccccc2)c(C)o1 | 2% | -6% | 0% | 0% | -10% | ? | -3% | 0 | 18%
O=C(CNC(=O)c1ccccc1Br)NCC(c1ccco1)N1CCCCC1 (centres undefined) | . | -6% | -5% | -1% | . | . | . | -3 | 25%

The list itself, from the start:
SMILES | APEX1 inh | POLK inh | Glioma ERSR ind | POLH inh | Apoferritin bind | POLB inh | BLM inh | LDHA block | POLI inh
CCOC(=O)CSc1nc2c([nH]c3ccccc32)c(=O)n1-c1ccc(OC)cc1 | . | -4%[60.1 µM] | -1% | -14% | -6% | 8% | -2% | 8 | 0%
N/C(CSc1ccc(Cl)cc1)=N\NC(=O)c1ccncc1 | 0% | 5% | -4% | 10% | -9% | 0% | -9% | -5 | 41%[activator]
CC(=O)NNC(=O)c1nc(-c2ccccc2)c(C)o1 | 2% | -6% | 0% | 0% | -10% | ? | -3% | 0 | 18%
O=C(CNC(=O)c1ccccc1Br)NCC(c1ccco1)N1CCCCC1 (centres undefined) | . | -6% | -5% | -1% | . | . | . | -3 | 25%
Fc1ccccc1COc1ccc(C(=S)N2CCCC2)cc1 | 0% | -11% | 4% | -12% | ? | 2% | -6% | -7 | -26%
CC(C)(O)C(=O)NN(C(=O)c1ccccc1)c1ccc2ccccc2c1 | 7% | -7% | -2% | -13% | -8% | -1% | 0% | -5 | -1%
CCn1c(=O)c(C(=O)Nc2ncccc2C)c(O)c2ccccc21 | -5% | -9% | 0% | -5% | ? | 2% | -1% | 9 | ?
CCCNC(=O)Cn1nc([N+](=O)[O-])c([N+](=O)[O-])c1C | 13% | -3% | -4% | 2% | -5% | 4% | 0% | 3 | 20%
COc1ccc(S(=O)(=O)N(C)c2ccc(C(=O)Nc3cccnc3)cc2)cc1 | -13% | -4% | -2% | -17% | -20% | 11% | -4% | 0 | 14%
O=C(O)c1ccccc1C(=O)Nc1cc(C(F)(F)F)ccc1N1CCCC1 | 7% | -2% | -3% | -11% | -10% | 20% | -10% | -6 | -27%
COc1ccc(-c2nsc(NC(=O)C(C)Oc3ccc(Cl)c(C)c3)n2)cc1 (centres undefined) | . | 0% | -6% | -21% | 114%[activator] | -1% | -4% | 4 | 14%
COc1ccc([N+](=O)[O-])cc1-c1[nH]c(-c2ccc(C(=O)O)cc2)nc1-c1ccccc1 | 7% | -7% | 3% | 1% | -15% | 8% | -2% | -9 | -17%
O=C(OCCOc1cccc(Cl)c1)c1cc(S(=O)(=O)N2CCOCC2)ccc1F | -8% | -8% | -5% | -16% | . | . | . | -1 | 29%
COCCCNC(=O)C[C@H]1C[C@H](C(=O)N2CCCCC2)[C@@]2(C)c3[nH]c4ccc(Cl)cc4c3CCN2C1=O | 34% | 6% | -1% | -9% | . | . | . | 7 | 9%
c1ccc(-c2cc3c(N4CCCC4)ncnc3s2)cc1 | -2% | -14% | -3% | 0% | 1% | -3% | -12% | -3 | 37%[activator]
Cc1ccc(NS(=O)(=O)c2ccc(NC(=O)c3cccc(NC(=O)C(C)C)c3)cc2)cc1 | -3% | -21% | 2% | -13% | -11% | 46% | -11% | -6 | -7%
COc1ccc(NS(=O)(=O)c2cccc(C(=O)N/N=C(/C)c3ccc(-n4ccnc4)cc3)c2)cc1 | . | -13% | -1% | -14% | . | . | . | -15 | 40µM*
CCN=C1SC(CC(=O)NCCc2ccc(OC)cc2)C(=O)N1CC (centres undefined) | 16% | -11% | 0% | 2% | -12% | 21% | -1% | -4 | 27%
Nn1cnc2scc(-c3cccs3)c2c1=O | -7% | -6% | 3% | 0% | ? | 13% | -1% | -20 | 1%
COc1ccc(CCNC(=O)Cn2cnc3c(cnn3-c3ccccc3Cl)c2=O)cc1OC | -6% | -5% | -3% | -6% | -17% | 19% | 1% | 2 | -7%
Cc1oc(-c2ccc(Cl)cc2)nc1CN1CCCN(C(=O)c2ccco2)CC1 | -4% | -4% | -1% | -11% | -18% | 18% | 0% | -4 | 20%
Cc1ccc(Cn2ccc(NC(=O)c3nn(C)cc3[N+](=O)[O-])n2)cc1 | 12% | 1% | -10% | -16% | -6% | 42% | 1% | 4 | 159%[activator]
CC(=O)Nc1ccc(C(=O)NNC(=O)c2ccccc2-n2cccc2)cc1 | -12% | -11% | -2% | -8% | . | . | . | -4 | -7%
Cn1c(CNC(=O)c2cccs2)nnc1SCC(=O)Nc1ccccc1 | 24% | -7% | -2% | -24% | 1% | 25% | 4% | -8 | 20%

6 compounds already listed, sorted by the number in BLM inh, smallest number first.
mol	BLM inh
c1ccc(-c2cc3c(N4CCCC4)ncnc3s2)cc1	-12%
Cc1ccc(NS(=O)(=O)c2ccc(NC(=O)c3cccc(NC(=O)C(C)C)c3)cc2)cc1	-11%
Nn1cnc2scc(-c3cccs3)c2c1=O	-1%
Cc1oc(-c2ccc(Cl)cc2)nc1CN1CCCN(C(=O)c2ccco2)CC1	0%
Cc1ccc(Cn2ccc(NC(=O)c3nn(C)cc3[N+](=O)[O-])n2)cc1	1%
Cn1c(CNC(=O)c2cccs2)nnc1SCC(=O)Nc1ccccc1	4%

(continued)
SMILES | APEX1 inh | POLK inh | Glioma ERSR ind | POLH inh | Apoferritin bind | POLB inh | BLM inh | LDHA block | POLI inh
O=C(CCN1CCOCC1)N1CCc2c([nH]c3ccccc23)C1c1cccc(Cl)c1 (centres undefined) | 0% | -9% | 1% | -14% | -10% | 35% | -5% | 2 | 89%[activator]
O=C(CSCc1cccc(Br)c1)N=Nc1c(O)[nH]c2ccccc12 | 6% | -13% | -3% | 0% | ? | 3% | -11% | -5 | 23%
COc1ccc(/C=C/C(=O)C2CC2)cc1Cn1nc(C)c([N+](=O)[O-])c1C | 1% | 1% | -8% | -21% | ? | 10% | -5% | -3 | 89%[activator]
CC1CN(CCOc2ccccc2[N+](=O)[O-])CC(C)O1 (centres undefined) | 2% | 18% | -1% | -10% | -5% | -1% | 1% | -3 | 18%
N#CC1=C(N)N=C(SCc2cccc3ccccc23)C(C(N)=O)C12CCCCC2 (centres undefined) | -3% | -9% | -4% | -8% | ? | 3% | -6% | -1 | 0%
COc1cc(/C=N/NC(=O)C(N)=O)ccc1OCC(=O)N1C(C)CCCC1C (centres undefined) | ? | 2% | 0% | -18% | -13% | -3% | 1% | -4 | 111%[activator]
O=C(/C=C/c1ccc(Cl)c([N+](=O)[O-])c1)Nc1cccnc1 | ? | ? | ? | -11% | 1% | ? | -13% | -2 | -10%
Cc1ccc(Nc2nc(N)nc(CSc3nccn3C)n2)cc1 | 1% | -2% | -12% | 10% | 68%[activator] | 10% | -15% | -3 | 10%
CCc1nn(CC(=O)N2CCN(C)CC2)c(=O)c2cccn12 | 10% | -9% | -4% | -1% | -12% | ? | -1% | -3 | -16%
CCCc1nnc(NC(=O)C2CCCO2)s1 (centres undefined) | -2% | 1% | 9% | -12% | -6% | 25% | 3% | -3 | 0%
Cc1ccc(/C=N/N=C2/NC(=O)C(CC(=O)N3CCOCC3)S2)cc1 (centres undefined) | -9% | -11% | -3% | -9% | 0% | -8% | 1% | 1 | 14%
COc1ccc(OCc2nnc(SC(C)C(=O)Nc3nccs3)n2-c2ccccc2)cc1 (centres undefined) | -4% | -6% | -7% | -12% | -21% | 6% | -5% | -4 | -10%[58.9 µM]
O=c1c(N2CCN(c3cccc(C(F)(F)F)c3)CC2)csc2ccccc12 | . | -7%[60.1 µM] | -1% | -25% | -16% | 7% | -3% | 0 | 12%
Cc1ccc(-c2csc3ncnc(Nc4ccc(N5CCOCC5)cc4)c23)cc1 | 3% | 0% | -3% | -20% | -3% | 4% | -9% | 0 | ?
COc1cc(OC)c(OC)cc1/C=N/Nc1ccc(Cl)nn1 | -10% | 3% | -3% | -9% | 0% | ? | -2% | -5 | 156%[activator]
Cc1ccc2occ(CC(=O)N(Cc3ccc(C(C)C)cc3)C3CCS(=O)(=O)C3)c2c1 (centres undefined) | . | 5% | 1% | -19% | 5% | 2% | -11% | 3 | -5%
COc1ccccc1Nc1nc(C)cs1 | -6%&0% | -6%&-18% | -3%&3% | -7%&-2% | ? | 3%&2% | -1%&-8% | -2&-4 | ?
CCCNC(=O)c1ccc(COc2ccc(Cl)cc2)o1 | -4% | -4% | -2% | -6% | -14% | 1% | -4% | -7 | 11%
Cc1ccccc1OCC(=O)Nc1nnc(COc2ccccc2)s1 | . | -2% | 2% | -20% | . | . | . | -5 | 14%
COc1cccc(C(=O)NC(=S)Nc2nnn(C)n2)c1 | -5% | -20% | 4% | -9% | 14% | 1% | 0% | 4 | -17%
COc1ccc(Cc2cnc(N)s2)cc1 | 10% | 8% | 2% | -19% | -23% | 39%[activator] | -3% | -7 | 68%[activator]
COc1cc(/C=N/NC(N)=O)cc(Br)c1OCc1ccc(C)cc1 | 0% | -5% | -2% | 2% | -11% | -12% | -1% | -8 | 7%

Some of the compounds tested; count on the stated rates, not on these rows.
